# Screening data: PubChem, several laboratories
# Runt-SMMHC FRET: inhibitors of human RUNX1 Runt domain binding to CBFb-SMMHC | Q01196+Q13951 | Cerulean-Runt/Venus-CBFb-SMMHC FRET ratio 530/480, 1 h | inhibition, % at 20 µM | 220,000 tested, 0.74% active | AID 1434;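 active means mean inhibition across duplicate retests at 20 µM reaching about 50%, limit read from the data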;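 further: 0% = DMSO wells and 100% = wells with excess untagged CBFb-SMMHC; inhibitors lower the FRET ratio by blocking Runt binding to CBFb-SMMHC; some results filed as inactive read as strong as hits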
# TNF death inh: inhibitors of TNF-alpha induced necroptosis in Jurkat FADD-/- cells | Jurkat FADD-/- TNF necroptosis rescue, ATP luminescence, 24 h; 0 = TNF only, 100 = no-TNF cells | AID 463075 | 220,000 tested, 0.068% active | activation (protection from cell death), % at 10 µM;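 active means activation, meaning protection from cell death, of at least 50% relative to plate controls; inactive means activation below 50%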;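 further: necroptosis triggered by 40 ng/mL TNF-alpha added together with compound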
# PGE2 EP2 inh: inhibitors of human EP2 prostaglandin E2 receptor; P43116; C6 glioma cells expressing human EP2, cAMP TR-FRET; cells stimulated with saturating PGE2; inhibition, % at 25 µM; 260,000 tested, 0.52% active;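 active means percent inhibition above 40 after rounding to a whole number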;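 further: rat C6 glioma host cells with rolipram phosphodiesterase inhibitor present; the protocol text gives 20 µM as final concentration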
# Target sequence (P43116 whole entry, looked up): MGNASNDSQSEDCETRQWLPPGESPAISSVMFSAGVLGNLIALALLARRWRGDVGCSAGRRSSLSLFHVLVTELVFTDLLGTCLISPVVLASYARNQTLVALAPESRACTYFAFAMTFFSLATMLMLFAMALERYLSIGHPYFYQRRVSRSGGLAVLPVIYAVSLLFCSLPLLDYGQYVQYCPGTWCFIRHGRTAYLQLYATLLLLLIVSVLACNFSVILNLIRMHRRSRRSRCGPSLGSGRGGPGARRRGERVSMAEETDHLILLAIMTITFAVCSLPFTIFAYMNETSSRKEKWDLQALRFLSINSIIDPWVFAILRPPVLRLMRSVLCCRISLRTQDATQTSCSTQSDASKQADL
# L929 necroptosis: blocks zVAD induced death of L929 cells. L929 zVAD necroptosis rescue, ATP luminescence, 24 h; with zVAD 60 µM. 220,000 tested, 0.38% active. AID 1377. viability rescue, % at 10 µM;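 active means activation, scaled between plate controls, above about 75%, limit read from the data; inactive means activation under that limit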;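 further: 0% = zVAD with DMSO and 100% = DMSO alone without zVAD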
# EP2 modulator: modulates human prostaglandin E2 receptor EP2 signaling; EP2-expressing cells, cAMP HTRF FRET, PGE2 co-stimulation; 260,000 tested, 0.83% active; induction, % at 25 µM;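 active means compounds whose cAMP rise, as percent of the full-agonist control response, exceeds 60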;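 further: rat C6 glioma line stably carrying human EP2 under a CMV promoter; the protocol text gives 20 µM as final concentration; 100% = response of wells given 1 µM PGE2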
# Hck-Nef inh: inhibitors of human Hck kinase activated by Nef. P08631. Recombinant Hck-YEEI plus Nef, Z-Lyte FRET kinase assay. inhibition, % at 20 µM. 220,000 tested, 0.68% active. AID 463187;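 active means Hck-Nef kinase inhibition above about 50%, limit read from the data; inactive means inhibition below that limit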;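 further: 0% = DMSO with Hck plus Nef and 100% = Hck alone without Nef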
# Target sequence (P08631 whole entry, looked up): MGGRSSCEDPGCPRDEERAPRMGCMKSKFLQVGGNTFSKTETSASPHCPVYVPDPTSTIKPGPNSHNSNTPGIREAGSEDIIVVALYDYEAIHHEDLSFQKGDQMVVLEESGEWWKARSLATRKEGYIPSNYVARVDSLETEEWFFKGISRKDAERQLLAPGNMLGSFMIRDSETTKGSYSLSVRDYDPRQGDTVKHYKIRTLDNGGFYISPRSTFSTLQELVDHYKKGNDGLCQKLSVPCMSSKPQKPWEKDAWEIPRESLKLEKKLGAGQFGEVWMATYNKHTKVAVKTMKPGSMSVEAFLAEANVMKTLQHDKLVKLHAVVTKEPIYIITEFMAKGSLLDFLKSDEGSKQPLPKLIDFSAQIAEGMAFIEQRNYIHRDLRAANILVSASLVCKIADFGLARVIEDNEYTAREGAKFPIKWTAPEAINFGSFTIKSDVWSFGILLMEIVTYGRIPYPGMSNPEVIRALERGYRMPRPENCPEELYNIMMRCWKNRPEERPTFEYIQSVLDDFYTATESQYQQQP
# Runt-CBFb FRET: inhibitors of human RUNX1 Runt domain binding to CBFb | Q01196+Q13951 | Cerulean-Runt/Venus-CBFb FRET ratio 530/480, 1 h | inhibition, % at 20 µM | 220,000 tested, 0.46% active | AID 1496;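 active means inhibition over about 50% at 20 µM in the single-dose screen, limit read from the data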;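 further: 0% = DMSO wells and 100% = excess unlabeled CBFb competitor control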
#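 Reagent – Venus-CBFb binding partner, 100 nM · Assay system – Cerulean-tagged RUNX1 Runt domain (FRET donor) fusion protein · Input – 100 nM per protein · Incubation – two 1 h room-temperature incubations shielded from light · Measured by – FRET fluorescence · Medium – Tris buffer pH 7.5 with salts and BSA · Benchmarks – unlabeled CBFb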
# RBBP9 inh: blocks human serine hydrolase RBBP9. O75884. recombinant RBBP9, FP-Rh probe fluorescence polarization. inhibition, % at 7.94 µM. 220,000 tested, 0.2% active. AID 1515;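 active means inhibition above the campaign mean of all tested compounds plus 3 SD, cut at about 14% in these data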;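 further: plate controls were DMSO wells with RBBP9 for no effect and wells lacking RBBP9 protein for full effect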
# Target sequence (O75884 whole entry, looked up): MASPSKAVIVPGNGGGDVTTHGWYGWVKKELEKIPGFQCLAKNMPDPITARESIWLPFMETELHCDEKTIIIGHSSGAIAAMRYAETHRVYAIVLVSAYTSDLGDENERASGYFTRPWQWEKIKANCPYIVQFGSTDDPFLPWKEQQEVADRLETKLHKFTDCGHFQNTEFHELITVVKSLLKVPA
#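 Assay system: recombinant human RBBP9; Reagent: Serine-hydrolase probe FP-Rh, 375 nM pre-mixing; Doses: 7.94 µM single dose, 0.794% DMSO; Incubation: 30 min then 45 min, 25 °C; Detection: fluorescence polarization (mP), excitation 525 nm, emission 598 nm; Evaluation: percent inhibition from mP, scaled between DMSO and no-protein wells.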
# PERK inhibitor: inhibitors of human PERK kinase | CHO PERK-DD fusion, SEAP luminescence translation reporter | Q9NZJ5 | AID 1416 | 220,000 tested, 0.17% active | inhibition, % at 5.6 µM;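 active means inhibition above the mean inhibition of all tested compounds plus 3 SD, set separately per screening campaign, cut at about 2.9% in these data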;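 further: PERK kinase domain activated by AP20187 dimerizer at 100 nM; 0% = DMSO with dimerizer and 100% = rapamycin at 8.4 µM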
# The depositor's hits bear a star; / = not tested or not shown; & = joins results of further samples.
SMILES,Runt-SMMHC FRET,TNF death inh,PGE2 EP2 inh,L929 necroptosis,EP2 modulator,Hck-Nef inh,Runt-CBFb FRET,RBBP9 inh,PERK inhibitor
COc1ccc(C(=O)N/N=C/c2cc3ccccc3[nH]c2=S)cc1,10,-4.4,23,-0.9,-59,5,3,-24,-1.9
OCCCN1CCN(CCOc2ccccc2-c2ccccc2)CC1,2,1.7,7,-0.6,13,3,-2,4,0.4
CC(=O)c1ccc2c(c1)N(C)c1ccccc1S2,-102,-2.1,10,0.9,-49,-2,-28,-3,-0.7
CCC1=NC(c2ccccc2Cl)N(O)C1(C)C (stereo not given),-3,-2.0,2,0.4,6,-1,1,-6,0.6
NC(=O)c1ccc(NS(=O)(=O)c2ccccc2F)cc1,-4,0.9,6,1.3,5,-2,1,-12,0.5
CCCCc1nc(SCC(=O)Nc2nnc(CCCC)s2)n[nH]1,0,0.4,5,-0.2,22,3,0,-2,1.0
Fc1cccc(/C=N/NC(=S)Nc2ccccc2Cl)c1,4,2.3,4,0.9,0,5,4,-3,0.4
CC(CC(C)C(=O)N1CCOCCN(C(=O)C(C)CC(C)C(=O)O)CCOCC1)C(=O)O (stereo not given),2,-1.6,8,-0.3,30,1,-1,-7,1.3
CC(CCc1ccccc1)NC(=O)CN1CCN(c2ccccc2)CC1 (stereo not given),2,1.4,13,13,-28,22,0,-4,-0.2
Cc1ccc(/C=C/c2nnc(-c3cccs3)o2)cc1,3,-5.1,0,0.1,16,-1,-4,-2,0.7

# 4 compounds picked at random from the list so far:
SMILES,Runt-SMMHC FRET,TNF death inh,PGE2 EP2 inh,L929 necroptosis,EP2 modulator,Hck-Nef inh,Runt-CBFb FRET,RBBP9 inh,PERK inhibitor
CCC1=NC(c2ccccc2Cl)N(O)C1(C)C (stereo not given),-3,-2.0,2,0.4,6,-1,1,-6,0.6
CC(CCc1ccccc1)NC(=O)CN1CCN(c2ccccc2)CC1 (stereo not given),2,1.4,13,13,-28,22,0,-4,-0.2
CC(CC(C)C(=O)N1CCOCCN(C(=O)C(C)CC(C)C(=O)O)CCOCC1)C(=O)O (stereo not given),2,-1.6,8,-0.3,30,1,-1,-7,1.3
COc1ccc(C(=O)N/N=C/c2cc3ccccc3[nH]c2=S)cc1,10,-4.4,23,-0.9,-59,5,3,-24,-1.9

# A few values from the list.
# CC(=O)c1ccc2c(c1)N(C)c1ccccc1S2 in TNF death inh shows -2.1
# CC(CCc1ccccc1)NC(=O)CN1CCN(c2ccccc2)CC1 (stereo not given) in L929 necroptosis shows 13

# (listing goes on)
SMILES,Runt-SMMHC FRET,TNF death inh,PGE2 EP2 inh,L929 necroptosis,EP2 modulator,Hck-Nef inh,Runt-CBFb FRET,RBBP9 inh,PERK inhibitor
O=C(CSc1nnc(CCc2ccccc2)n1-c1ccc(Cl)cc1)NCc1ccccc1,0,-0.2,/,0.2,32,-1,-7,-2,-2.1
CCOC(=O)C1=C(CN2CCSCC2)NC(=O)NC1c1ccc2c(c1)OCO2 (stereo not given),4,0.4,5,3.0,-1,19,-1,-8,-1.1
O=C(NCC1CCCN(Cc2cccc(OCCO)c2)C1)c1ccc(F)cc1 (stereo not given),-2,1.1,0,0.0,-11,-10,1,-12,-0.8
COc1ccc(NC(=O)Cn2cnc3sc(C)c(S(=O)(=O)N4CCOCC4)c3c2=O)c(OC)c1,1,1.7,7,0.9,-20,0,0,0,1.7
O=C(NCCN1CCc2ccccc2C1)C1CCN(S(=O)(=O)N2CCC3(CC2)OCCO3)CC1,-3,-2.9,10,0.5,22,2,-1,-4,0.0
O=C(c1ccc(S(=O)(=O)c2ccc(Cl)cc2)cc1)N1CCOCC1,3,2.2,4,2.4,-9,13,-3,-4,-0.1
CCOc1cc(NC(=O)c2ccco2)c(OCC)cc1NC(=O)CCc1ccccc1OC,0,0.2,10,2.0,-18,-8,2,-14,-1.6
CCOC(=O)N1CCN(c2cc(=O)n(Cc3ccc(F)cc3)c(=O)[nH]2)CC1,-1,-0.4,10,0.3,-17,15,-2,-7,1.2
O=C(/C=C/c1ccco1)NC(=S)Nc1ccc(N2CCOCC2)c(Cl)c1,0,-12,10,0.1,-12,2,/,-9,0.1
Cc1cccc(OCCC(=O)NCC(c2ccccc2)N(C)C)c1 (stereo not given),2,2.5,8,0.7,-12,-1,-2,-9,-1.2
Cc1ccc(C)c(N(CC(=O)N/N=C/c2ccc(-c3ccc([N+](=O)[O-])cc3)o2)S(=O)(=O)c2ccccc2)c1,-84,-2.9,11,1.1,18,-2,-18,-9,0.4
CCC(=O)Nc1ccc(N2CCN(Cc3ccccc3)CC2)cc1,3,-2.1,17&3,0.3,21&15,0,0,-3,0.3
CCSc1nnc2n(-c3ccc(OC)cc3)c(=O)c3c4c(sc3n12)CCCC4,-2,-4.1,20,0.3,29,-18,-3,-11,-0.8
CC(C)(C)C(=O)O/N=C(\N)c1ccc(Oc2cc(Cl)cc(Cl)c2)c([N+](=O)[O-])c1,3,-1.0,6,0.0,1,18,2,1,-0.4
Cc1ccc(N2C(=O)c3cccc4c(C(=O)O)ccc(c34)C2=O)cc1,0,0.6,5,-0.2,-30,20,-3,6,0.7
COC(=O)c1c(NC(=O)CN2CCN(S(=O)(=O)c3ccccc3)CC2)sc2c1CCC(C)C2 (stereo not given),-2,2.7,10,4.6,33,2,0,-7,0.6
COc1cc(/C=C2\CCc3c2nc2ccccc2c3C(=O)O)cc(OC)c1OC,-81,-0.4,7,-0.9,10,-5,-28,-1,0.2
COc1cc(NS(=O)(=O)c2ccc(NC(C)=O)cc2)nc(OC)n1,-2,2.1,8,1.5,35,-1,1,-6,-0.8
Cc1nn(C)cc1S(=O)(=O)N1CCN(Cc2ccccc2Cl)CC1,3,1.3,1,0.9,-4,7,0,-1,0.5
CCCCNC(=O)CCc1c(C)nc2nc(-c3cc(OC)cc(OC)c3)nn2c1C,-1,0.7,/,-0.4,-32,-15,-6,-7,0.0
C/C(=N/OC(=O)c1ccc(Cl)cc1Cl)c1oc(C)nc1C,2,-1.5,7,0.4,-18,10,0,-6,1.1
Cc1ccccc1OCCNC(=O)c1ccc2ccccc2n1,-1,1.5,4,1.6,6,-2,-7,-2,-0.5
Cc1cc(C)cc(NC(=O)c2cc(C)nn2C)c1,0,1.1,11,-0.2,1,2,-1,-5,1.0
O=C(Nc1cscc1S(=O)(=O)c1ccccc1)c1ccccc1Cl,-1,-5.8,7,1.0,28,18,1,-9,0.1
O=C(O)CCN(Cc1ccccc1)S(=O)(=O)c1c(Cl)cccc1Cl,-1,-0.6,4,-0.7,23,18,1,0,1.9
CN(c1nc2nonc2nc1NC1CC1)C1CCOC1 (stereo not given),-1,0.1,6,0.2,20,4,-1,2,2.1
Cc1ccc(Nc2ccc(-n3ccnc3)nn2)cc1C,2,0.8,7,1.0,0,4,-2,0,0.0
C=CCNC(=O)c1ccc(Cn2c(=S)[nH]c3cc4c(cc3c2=O)OCO4)cc1,0,-1.0,4,0.0,11,0,2,-5,0.1
Nc1nc(-c2ccccc2)cs1,4,-1.1,4,-0.4,-29,-4,-2,-2,1.4
CCCn1c(N)c(N2CCCCC2)c(=O)n(CC(=O)Nc2ccccc2)c1=O,4,-0.1,17,0.8,-5,0,0,-12,0.5

# Two compounds from above, limited to RBBP9 inh, PGE2 EP2 inh and Runt-CBFb FRET.
SMILES | RBBP9 inh | PGE2 EP2 inh | Runt-CBFb FRET
O=C(/C=C/c1ccco1)NC(=S)Nc1ccc(N2CCOCC2)c(Cl)c1 | -9 | 10 | /
Cc1cccc(OCCC(=O)NCC(c2ccccc2)N(C)C)c1 (stereo not given) | -9 | 8 | -2

# (next part)
SMILES,Runt-SMMHC FRET,TNF death inh,PGE2 EP2 inh,L929 necroptosis,EP2 modulator,Hck-Nef inh,Runt-CBFb FRET,RBBP9 inh,PERK inhibitor
O=C(NC(=S)Nc1cccc(Cl)c1N1CCCC1)c1ccc(-c2cccc([N+](=O)[O-])c2)o1,1,0.3,8,0.1,-2,1,7,-4,1.8
CCCCC(CCC(=O)O)(C(=O)OCC)c1csc(Nc2ccc(C)cc2)n1 (stereo not given),-2,0.2,11,0.9,1,21,-6,-4,0.9
Cc1cc(C(=O)COC(=O)c2ccc[nH]c2=O)c(C)n1CCc1ccc(F)cc1,1,0.2,6,0.0,-3,6,-3,-2,0.2
CC(C)CC(=O)Nc1ccc(C(=O)NN2C(=O)c3ccccc3C2=O)cc1,3,-0.2,6,0.2,0,0,-3,-4,0.8
CCCCOc1ccc(-c2nnc(-c3ccco3)o2)cc1,-6,-1.6,5,0.1,67*,1,-8,-1,1.2
Cc1ccc(C(=O)NC(=S)Nc2ccc(NC(=O)c3cccs3)cc2)cc1[N+](=O)[O-],-3,3.3,5,-0.7,14,1,2,-6,0.5
C=CCn1c(SCC(=O)Nc2nccs2)nnc1-c1ccco1,2,2.1,7,0.3,8,0,0,-5,0.7
O=C(CNC(=O)c1cc(=O)[nH]c2ccccc12)Nc1ccc(F)c(F)c1,2,-1.0,9,1.8,-22,13,1,1,-0.1
COc1ccc(C)cc1NC(=O)C1CCCCC1C(=O)O (stereo not given),0,0.5,2,0.9,31,-11,0,4,0.6
COc1ccc(C(=O)Nc2cccc(/C(C)=N/NC(=O)c3ccc([N+](=O)[O-])cc3)c2)cc1OC,-7,-11,20,0.2,-31,3,-6,5,1.4
COc1ccnc(Oc2ccc(C)cc2C)c1C#N,2,-5.8,-1,-0.1,6,1,-3,-6,1.0
Cc1ccc(NC(=O)c2cc(NC(=O)C3CC=CCC3C(=O)O)ccc2N2CCOCC2)cc1 (stereo not given),-3,1.4,7,6.2,28,-5,-1,-4,0.1
CCCCCN1CC(O)=C(c2ccccc2)C1=N,2,-0.9,/,1.6,21,0,-1,-9,1.1
Cc1c(-c2ccco2)[n+](=O)c2c(n1[O-])CCCCC2,-4,-0.1,13,0.9,27,1,0,-3,1.6
Cc1ccc(-n2nc3ccc(NC(=O)C(C)C)cc3n2)cc1,6,2.6,7,55,-66,17,-2,-3,0.8
c1ccc2c(Nc3nc4c(s3)CCCC4)cccc2c1,0,-4.7,2,0.0,11,0,/,-2,0.6
CCCCOc1ccccc1C1C(C(=O)OC)=CN(CC)C=C1C(=O)OC,-21,-1.3,/,0.3,50,62*,10,0,-1.3
Cn1nc(C(F)(F)F)c(C(=O)Nc2ccc(F)cc2F)c1Sc1ccc(C(F)(F)F)cc1,2,1.1,11,0.0,40,0,-4,-7,0.5
O=C(NCCCN1CCCC1=O)c1ccc2c(c1)OCO2,-6,-0.6,8,-0.1,8,-1,1,-6,1.2

# A portion of the library, so the mix of outcomes need not match the whole.
